# Screening data (PubChem)
# E coli Lon inh: inhibitors of E. coli Lon protease, primary screen, biochemical, fluorescence polarization; actives 0.42% (n = 360,000); P0A9M0; purified E. coli Lon protease; inhibition, % at 7.94 µM; in the data active = inhibition above about 13%, passing the limit was not always enough;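 note: 0% = enzyme with probe and DMSO and 100% = no enzyme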
# Target sequence (P0A9M0 whole entry, looked up): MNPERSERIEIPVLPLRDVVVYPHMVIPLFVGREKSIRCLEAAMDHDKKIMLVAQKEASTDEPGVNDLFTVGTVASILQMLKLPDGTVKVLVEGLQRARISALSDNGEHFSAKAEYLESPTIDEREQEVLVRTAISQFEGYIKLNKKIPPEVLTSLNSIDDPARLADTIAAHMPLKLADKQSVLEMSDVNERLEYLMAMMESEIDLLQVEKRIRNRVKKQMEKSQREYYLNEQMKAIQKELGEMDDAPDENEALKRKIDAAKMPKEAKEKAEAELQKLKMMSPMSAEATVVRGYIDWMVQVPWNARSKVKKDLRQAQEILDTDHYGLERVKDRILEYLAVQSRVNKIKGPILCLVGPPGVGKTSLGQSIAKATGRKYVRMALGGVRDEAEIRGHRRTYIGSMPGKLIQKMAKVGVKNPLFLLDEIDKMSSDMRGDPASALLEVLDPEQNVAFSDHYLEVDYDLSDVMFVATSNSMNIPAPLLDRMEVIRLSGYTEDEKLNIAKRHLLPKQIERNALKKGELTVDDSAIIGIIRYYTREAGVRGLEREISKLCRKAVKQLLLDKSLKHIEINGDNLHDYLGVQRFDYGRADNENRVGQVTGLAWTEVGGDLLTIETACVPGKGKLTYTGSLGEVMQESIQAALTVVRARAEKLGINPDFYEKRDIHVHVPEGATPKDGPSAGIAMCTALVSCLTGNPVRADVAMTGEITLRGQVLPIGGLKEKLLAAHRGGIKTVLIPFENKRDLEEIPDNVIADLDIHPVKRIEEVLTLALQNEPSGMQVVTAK
# MLLE-PAM2 inh: inhibitors of PABP1 MLLE–PAM2 peptide binding, primary screen, biochemical, fluorescence polarization, FITC-PAM2, GST-MLLE; Polyadenylate-binding protein 1 (Homo sapiens), P11940; inhibition, % at 20 µM; actives 0.36% (n = 360,000); in the data active = inhibition above about 35%, passing the limit was not always enough;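 note: plate controls were DMSO wells with GST-MLLE for no effect and wells lacking GST-MLLE protein for full effect; some results filed as inactive read as strong as hits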
# SKN-1 block: suppressors of acrylamide-induced Pgst-4::GFP reporter in worms, primary screen, SKN-1 inhibitor project, whole organism, uHTS, GFP/RFP fluorescence ratio, strain VP596 | C. elegans VP596 Pgst-4::GFP/RFP ratio, 24 h | inhibition, % at 21.8 µM | actives 0.49% (n = 360,000) | AID 624304, 2012;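 active = interference check ratio from 0.5 to 1.5 plus GFP to RFP signal ratio inhibition reaching or exceeding a fixed threshold, cut at about 30% in these data, passing the limit was not always enough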; note: some compounds called inactive have numbers as strong as hits
# MsrA inh: bovine MsrA enzyme inhibitors, primary screen, biochemical, absorbance, HTS; Methionine sulfoxide reductase A (Bos taurus); purified bovine MsrA, absorbance read-out; inhibition, % at 15.5 µM; actives 0.75% (n = 360,000); AID 651718, 2012; in the data active = inhibition above about 4.5%;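 note: 0% = vehicle wells with enzyme and 100% = reference inhibitor wells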
# NRP1-CendR mod: modulators of CendR peptide binding to NRP-1, primary screen, biochemical, fluorescence polarization, uHTS; Neuropilin-1 (Homo sapiens), O14786; FAM-RPARPAR peptide binding to NRP-1; inhibition, % at 25 µM; actives 0.85% (n = 360,000); AID 602438, 2012;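 active = inhibition or corrected inhibition above about 18%, plus a signal ratio from 0.5 to 1.5, limit read from the data, passing the limit was not always enough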; note: strong numbers were not always called active
# TbMetRS inhib: T. brucei MetRS inhibitors, primary screen, biochemical, luminescence; inhibition, % at 11.9 µM; purified T. brucei MetRS, ATP depletion, Kinase-Glo luminescence; actives 0.4% (n = 360,000); methionyl-tRNA synthetase (Trypanosoma brucei brucei); AID 624268, 2012;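 active = inhibition above a per-plate cutoff of the control wells' mean inhibition plus 3 SD, cut at about 5.5% in these data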;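 note: 0% = DMSO wells median and 100% = median of wells with control inhibitor compound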
#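 Assay system: T. brucei methionyl-tRNA synthetase, purified | Medium: HEPES buffer with MgCl2, KCl, DTT, spermine, BSA, pyrophosphatase | Compound: 11.9 µM single point | Incubation: 15 min enzyme-compound preincubation, 2 h reaction, 10 min detection, 25 °C | Measured by: Kinase-Glo luciferase luminescence reporting remaining unconsumed ATP | Measure: % inhibition normalized to control-well medians | Replication: Singlicate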
# FAS TE block: FAS thioesterase domain inhibitors, primary screen, biochemical, fluorescence intensity, uHTS. Fatty acid synthase (Homo sapiens), P49327. recombinant FAS-TE, OMFH fluorogenic substrate, fluorescence endpoint. inhibition, % at 15 µM. actives 0.67% (n = 360,000). AID 602261, 2012;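 active = compounds whose normalised, plate-corrected inhibition of enzyme fluorescence in the single-dose primary screen is 50% or more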;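 note: 0% = DMSO with enzyme and 100% = substrate without enzyme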
# MsrA act: bovine MsrA enzyme activators, primary screen, biochemical, absorbance, HTS; Methionine sulfoxide reductase A (Bos taurus); purified bovine MsrA, absorbance read-out; activation, % at 10.6 µM; actives 0.3% (n = 360,000); AID 602163, 2012; in the data active = activation above about 7.5%;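 note: 0% = vehicle and 100% = reference activator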
# MT1-MMP act inh: blockers of MT1-MMP proenzyme processing, primary screen, HT1080 RFP-PRO-GFP cells, GFP/RFP fluorescence. GFP/RFP ratio fluorescence, overnight; percent of plate control window, DMSO zero. GFP/RFP ratio change, % at 20 µM. actives 0.061% (n = 360,000);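 active = GFP/RFP ratio change of at least 30% with cell ATP level not reduced by more than half and red fluorescence within 50% of control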; note: strong numbers were not always called active
#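 Material – HT1080 RFP-PRO-GFP cells · Control set – DMSO wells and RFP-L50D-GFP cells · Incubation – overnight cell settling, then overnight compound exposure, 37 °C, 5% CO2 · Compound dosing – single-point 20 µM compound, 1% DMSO · Read-out – GFP/RFP fluorescence ratio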
# * marks the source's active call; other numbers are inactive results; i = inactive; nt = not tested or not shown.
SMILES,E coli Lon inh,MLLE-PAM2 inh,SKN-1 block,MsrA inh,NRP1-CendR mod,TbMetRS inhib,FAS TE block,MsrA act,MT1-MMP act inh
COc1cc(C(C(=O)NC2CCCCC2)N(C(=O)c2cnccn2)c2ccccc2)cc(OC)c1OC (stereo not given),9,-6,-3,-0.9,17,-0.8,-7,-8,2
CC[C@@H]1CC2=C(C(=O)OC(C)(C)O2)[C@@H](c2ccc(Cl)cc2)O1,7,nt,-1,1.8,-1,-1.4,1,-5,-2
CCCC(=O)c1ccc(N2CCN(C(=O)OCC)CC2)c(F)c1,7,1,-3,0.1,-1,-0.3,-2,-2,-1
C=C(C)CNc1cc(S(=O)(=O)N2CCOCC2)ccc1Oc1ccccc1,-3,10,-7,0.5,-8,-0.5,23,0,-3
O=[N+]([O-])c1cc2no[n+]([O-])c2cc1N1CCCCC1,13,-36,-2,0.1,3,-0.1,-12,-2,2
CC(=O)Nc1ccc(NC(=O)c2c(C)c(-c3ccccc3)nc3ccccc23)cc1,9,3,-2,1.6,-6,-1.0,2,-8,0
Cc1nc2ccccc2n2c(O)c(CC(=O)O)cc12,148*,123,71,1.9,100,0.4,-26,-4,-198
O=C(NC(Cc1ccc(O)cc1)C(=O)N=Nc1c(O)[nH]c2ccccc12)c1ccccc1 (stereo not given),1,0,-14,1.4,-7,-0.1,-5,-6,-3
Cc1cccc(N2CCN(C(=O)c3ccc4c(c3)CCN4S(C)(=O)=O)CC2)c1C,16,-1,-3,0.8,5,-0.1,4,-4,7
CCCCn1c(N)c(N(CC)C(=O)C2CCN(C(=O)c3ccccc3C)CC2)c(=O)[nH]c1=O,1,-5,-8,-1.3,10,-0.3,-10,-3,0
Cc1nn(CCC#N)c(NC(=O)c2ccc(Cl)cc2)c1P(=O)(Nc1ccc([N+](=O)[O-])cc1)N1CCOCC1 (stereo not given),-6,-9,-2,2.2,3,-1.4,16,-13,8
NS(=O)(=O)c1ccc(NC(=O)C2C3C=CC(C3)C2C(=O)O)cc1 (stereo not given),-3,10,-2,1.3,-8,-0.9,-4,-6,-2
CCCCN(C=O)c1c(CC)nc2ccc(C(=O)NCCCn3ccnc3)cn12,-3,18,-1,1.5,1,0.3,-8,-1,-1
CCOc1ccc(NC(=O)CN2C(=O)C3CCCN3C2=O)cc1 (stereo not given),-7,0,-6,1.1,7,-0.5,-9,-8,2
Cc1cccc(C(=O)NCC(=O)OCc2nc(N)nc(Nc3ccccc3C)n2)c1,3,2,6,0.6,-6,0.1,2,-3,-4
O=C(Nc1ccc(Cl)cc1)[C@@H]1[C@@H]2C(=O)N(c3ccc4ccccc4c3)C(=O)[C@@H]2[C@H]2C=CC=NN21,-10,-4,14,-0.3,-3,-0.7,12,-2,-1
CC(=O)N1CCc2cc(C(=O)CN3CCN(c4ccccn4)CC3)ccc21,-3,-4,-5,1.1,-3,-0.3,-8,-6,-2
COc1cccc(Cn2cccc(NC(=O)NC3CCCCC3)c2=O)c1,-9,-4,12,1.1,-25,-0.1,1,-1,-13
Cc1ccc(CN2CCN(CCC(C)C)C(CCO)C2)s1 (stereo not given),2,-8,11,0.4,-13,-1.2,-3,-4,4
Cc1ccc(C(C(=O)NC2CCCC2)N(Cc2cccs2)C(=O)CNC(=O)c2cccs2)o1 (stereo not given),-1,-4,26,0.1,-2,-0.1,1,-3,2
C/C(=C\C(=O)c1ccc(Cl)s1)N(C)C,1,-8,1,0.1,7,-0.7,-4,-5,4
Cc1cccc2sc(N(CCCN(C)C)C(=O)c3ccc(C(=O)c4ccccc4)cc3)nc12,-7,8,-19,-0.6,0,-0.3,16,0,3
CC(=O)/C(C(=N)N1CCN(Cc2ccccc2)CC1)=C(\C)O,0,8,-3,-1.4,12,-0.5,-8,3,6
CC(=O)OCC[C@H](NS(=O)(=O)OCC(Cl)(Cl)Cl)c1ccccc1,1,2,14,0.3,3,-0.1,2,-1,2
CC(=O)NC(=S)NNC(=O)c1ccc(Br)cc1,7,5,8,0.9,-3,0.5,-2,4,1
CCN(CC(=O)Nc1ccc(C(C)=O)cc1)CC(=O)Nc1cccc(OC)c1,4,-4,2,-0.2,8,0.3,-2,-1,0
CCOc1ccc(C(=O)OCC(=O)NCc2ccco2)cc1OCC,-7,-5,-15,-0.6,-8,-0.4,-11,6,-2
COC(=O)C[C@@H]1C=C[C@@H](NC(=O)C2CCC2)[C@@H](CO)O1,nt,nt,11,-0.2,1,0.2,nt,nt,-2
Cc1ccc(C2CC(c3ccccc3)n3ncnc3N2)cc1 (stereo not given),-5,-8,-4,0.3,-6,-1.2,2,-13,8
CCOC(=O)c1cccc(NC(=O)Nc2ccc(OCC)cc2)c1,-1,-10,11,0.7,11,0.2,2,-1,5
Oc1[nH]c2ccccc2c1N=Nc1ccc(F)cc1,i,-27,-38,0.1,124,0.3,-159,-2,0
O=C(c1ccco1)N1CCN(C(=O)N2CCOCC2)CC1,-5,-5,7,0.1,-4,-0.5,-5,-2,-5
O=C(c1ccccn1)N1CCN(S(=O)(=O)c2cccc(Br)c2)CC1,-16,8,8,-1.3,6,-0.2,-1,-2,-3
CN(C)c1ccc(C(=S)N2CCN(S(=O)(=O)c3ccccc3)CC2)cc1,-1,13,12,-0.8,4,-0.4,13,-5,-1
CCOC(=O)c1cnc(SCC(=O)c2ccccc2)nc1N,1,24,5,0.0,-6,-0.5,-4,1,-3
Cc1ccc(C)c(OC(C)C(=O)Nc2ccc(S(=O)(=O)Nc3nccs3)cc2)c1 (stereo not given),-9,12,18,0.4,6,-0.4,-3,-3,4
COc1cc(CCCN2C(N)=NC[C@@H]2Cc2ccc(O)cc2)cc(OC)c1OC,-14,1,19,-1.1,-3,-0.2,-6,-1,1
O=C(Nc1cccc(C(F)(F)F)c1)c1cnccn1,1,-13,-4,-0.3,4,-0.8,-1,-1,2
CC(=O)C1=C(C)N=c2s/c(=C/c3ccc4c(c3)OCO4)c(=O)n2C1c1ccc(N(C)C)cc1 (stereo not given),-69,-157,2,0.4,-190,0.0,-21,-5,-41
COc1ccc(NC(=O)Nc2cccc([N+](=O)[O-])c2)cc1Cl,-7,8,0,0.2,2,0.9,37,-1,3
CCN(CC)C(=O)/C(=C\c1ccc(Br)cc1)NC(=O)c1ccccc1OC,-5,0,8,-0.2,-9,-0.6,8,-2,5
CCCCNC(=O)C1(C)CCC(=O)N1CCCn1ccnc1 (stereo not given),-4,14,1,-1.2,13,0.1,-11,-1,2
CC1(C)CCC(=O)N(c2ccccc2)C1=O,2,-11,6,2.6,-3,-1.0,-10,-2,3
Nc1nnnn1/N=C/c1ccccc1O,1,0,-19,2.4,-1,-1.5,0,-8,14
O=C(COc1ccc(S(=O)(=O)N2CCCCC2)cc1)NCc1ccccn1,-2,1,-3,0.5,8,0.3,-5,-5,-3
Cc1ccc2[nH]c(=O)c(C(c3nnnn3C3CCCC3)N3CCCc4ccccc43)cc2c1 (stereo not given),5,14,0,4.0,-18,0.4,0,-3,-10
CCCn1c(N)c(N(CCOC)C(=O)c2ccc(C#N)cc2)c(=O)[nH]c1=O,-2,-7,19,0.1,14,-1.1,-3,-1,-2
COC(=O)c1ccc(/C=C/C(=O)O)cc1,-5,-3,7,-0.4,-11,0.1,-5,-3,-3
COc1ccc(S(=O)(=O)N2CCc3ccccc32)cc1C(=O)NC1(C)CCS(=O)(=O)C1 (stereo not given),-14,-19,-10,0.1,5,-0.3,-11,-5,-2
COc1ccc(/C=N/NC(=O)CCCOc2ccc(Cl)cc2Cl)cc1,-4,5,0,-0.5,7,3.2,32,0,-1
O=C(/C=C/c1ccco1)Nc1ccccc1N1CCOCC1,-2,16,5,4.4,-5,0.6,-11,-4,-1
COc1ccc([N+](=O)[O-])cc1NC(=O)CSCc1cc(C)cc(C)c1,4,-3,2,2.6,2,-0.5,50,-3,1
CC1C(c2ccccc2)=[N+]([O-])C2(CCCCC2)N1O (stereo not given),-3,9,-17,1.1,-9,-0.9,-5,-11,-5
CCOc1c(Br)cc(/C=C(\C#N)C(=O)NC2CC2)cc1OC,1,5,23,0.3,16,-0.2,11,-1,-7
CC[n+]1cc(-c2ccccc2)nc(N2CCOCC2)n1,-2,-113,18,2.3,5,0.1,-7,-1,-4
CN(CC(=O)Nc1c(Cl)cccc1Cl)C(=O)CNC(=O)C1CCCCC1,8,-4,-4,-1.4,-7,-1.0,-6,-14,nt
O=C(Cc1n[nH]c(=O)c2ccccc12)OCC(=O)c1ccc(F)cc1,-2,7,11,0.5,-2,-0.2,0,-4,-2
O=P(c1ccccc1)(c1ccccc1)c1cc(S(=O)(=O)O)ccc1O,0,-9,0,0.6,-6,0.0,-8,-2,2
COc1cccc(CN(C)C(=O)c2ccccc2SCC(=O)N2CCCC2)c1,-2,-1,18,-0.1,2,-0.3,-3,0,-1
CCOC(=O)CN1C(=O)C(O)(CC(=O)c2ccccn2)c2ccccc21 (stereo not given),-1,11,7,-1.1,-3,-0.3,-7,-3,-3

# Single records (already shown). Values in the order: E coli Lon inh, MLLE-PAM2 inh, SKN-1 block, MsrA inh, NRP1-CendR mod, TbMetRS inhib, FAS TE block, MsrA act, MT1-MMP act inh
# Entry for CC1C(c2ccccc2)=[N+]([O-])C2(CCCCC2)N1O (stereo not given) = -3, 9, -17, 1.1, -9, -0.9, -5, -11, -5
# Entry for CCOc1c(Br)cc(/C=C(\C#N)C(=O)NC2CC2)cc1OC = 1, 5, 23, 0.3, 16, -0.2, 11, -1, -7
# Entry for COc1ccc([N+](=O)[O-])cc1NC(=O)CSCc1cc(C)cc(C)c1 = 4, -3, 2, 2.6, 2, -0.5, 50, -3, 1

# Next compounds:
SMILES,E coli Lon inh,MLLE-PAM2 inh,SKN-1 block,MsrA inh,NRP1-CendR mod,TbMetRS inhib,FAS TE block,MsrA act,MT1-MMP act inh
CN(C)Cc1ccccc1CCc1ccccc1,3,-4,15,0.7,0,0.1,-4,-2,0
Nc1[nH]n2c(=O)c3c(nc2c1N=Nc1ccc(Cl)cc1)CCCC3,-15,6,16,-0.5,-15,-1.2,13,-2,18
CCOC(=O)N1CCC(N2C(=O)c3ccc(C(=O)NCCOC)cc3C2=O)CC1,-10,-4,-2,0.3,5,0.4,-2,0,1
O=C(CCN1CCOCC1)N1c2ccccc2Sc2ccc(Cl)cc21,7,-5,12,0.0,7,0.8,-1,-2,-2
